aDG glyco up – activators of alpha-DG glycosylation, primary screen, uHTS, Pro5-aDG cells, AlphaScreen | activation, % at 10 µM | AID 624168, 2012 | alpha-DG glycosylation AlphaScreen (IIH6); 0% Pro5, 100% B10-LARGE cell signal | 0.22% of 360,000 active;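 active means activation of at least 8% versus controls, or a plate z-score of at least 8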;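 further: Pro5 are CHO cells carrying HIG-tagged alpha-DG that lacks glycosylation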
HTR2A ag – mouse Htr2a agonists via beta-arrestin recruitment, primary screen, cell-based, luminescence | 5-hydroxytryptamine receptor 2A (Mus musculus), P35363 | CHO-K1 mHTR2A beta-arrestin complementation; percent of 30 µM serotonin response | activation, % at 7.6 µM | 0.66% of 360,000 active;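 active means activation above a run cutoff, the mean activation of all tested compounds plus 3 SD, cut at about 14% in these data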;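 further: 0% = plate median of compound wells and 100% = 30 µM serotonin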
Target sequence (P35363 whole entry, looked up): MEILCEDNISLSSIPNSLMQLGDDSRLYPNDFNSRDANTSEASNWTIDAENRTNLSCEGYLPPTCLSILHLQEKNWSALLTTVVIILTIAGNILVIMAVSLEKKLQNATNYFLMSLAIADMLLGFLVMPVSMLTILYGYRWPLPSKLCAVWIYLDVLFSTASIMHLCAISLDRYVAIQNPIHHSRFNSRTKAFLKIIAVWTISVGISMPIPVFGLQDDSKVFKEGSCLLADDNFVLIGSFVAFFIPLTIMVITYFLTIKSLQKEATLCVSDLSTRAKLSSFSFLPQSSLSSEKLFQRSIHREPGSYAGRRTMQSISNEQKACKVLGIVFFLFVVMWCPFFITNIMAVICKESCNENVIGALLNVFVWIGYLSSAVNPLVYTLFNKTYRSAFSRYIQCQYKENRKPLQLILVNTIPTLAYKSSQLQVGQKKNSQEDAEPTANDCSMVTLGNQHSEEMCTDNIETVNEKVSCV
N-glyco inh – increase of ERlucT glycosylation luciferase signal, primary screen, N-linked glycosylation inhibitor project, D54 ERlucT cells, luminescence, set 2; D54 ERlucT glycosylation luciferase reporter, 24 h; percent of 100 nM tunicamycin response; 0.23% of 360,000 active; reporter increase, % at 12.5 µM; AID 588692, 2011;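 active means mean luciferase reporter signal, scaled so untreated is 0 and the glycosylation-blocking control 100, at or above a set limit in every replicate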;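 further: luciferase carries N-glycosylation sites so blocking glycosylation raises the light; 0% = median of neutral control wells and 100% = median of 100 nM tunicamycin wells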
CaV13 FRET inh – Primary screen for inhibitors of IQ motif and Ca2+-dependent inactivation inhibitor domain binding in CACNA1D, Förster resonance energy transfer in living cells, …; HEK cells, CFP/YFP FRET ICDI-IQ, plate reader, 10 min; percent FRET-ratio fall versus neutral wells; inhibition, % at 12.3 µM; 0.098% of 340,000 active; AID 743397;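 active means mean replicate inhibition of at least 30% and at least 1% of replicates passing that level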;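 further: 0% = median of the neutral control wells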
MC4R barr agon – MC4R agonists recruiting beta-arrestin, primary screen, cell-based, luminescence, agonist arm of biased-ligand search; U2OS MC4R beta-arrestin complementation; percent of melanotan II response, DMSO zero; 0.98% of 360,000 active; activation, % at 8.9 µM; Melanocortin receptor 4 (Homo sapiens), P32245;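 active means activation above a per-plate cutoff, the mean activation of sample wells on that plate plus 3 SD, cut at about 8% in these data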
Cardio protect – cardioprotection against H2O2-induced cell death, primary screen, uHTS, H9c2 cells, ATPLite luminescence; H9c2 cardiomyocytes, H2O2 injury protection, 2 h; protection from H2O2 cell death, % at 20 µM; 0.63% of 360,000 active; AID 588492, 2011;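 active means compounds giving at least 50% protection of heart cells from peroxide-induced death in the single-dose screen, raw or plate-pattern-corrected value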;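 further: 0% = DMSO wells with peroxide and 100% = DMSO wells without peroxide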
PDI turbidity – inhibitors of human PDI, primary screen, biochemical, turbidity, single point, plate reader | Protein disulfide-isomerase (Homo sapiens), P07237 | PDI insulin aggregation turbidity, A650, 90 min | inhibition, % at 10 µM | 0.052% of 350,000 active | AID 588391, 2011;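 active means mean inhibition across replicates of 30% or more, whatever share of single replicates reach that level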;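 further: absorbance from insulin aggregation driven by PDI reduction with DTT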
Target sequence (P07237 whole entry, looked up): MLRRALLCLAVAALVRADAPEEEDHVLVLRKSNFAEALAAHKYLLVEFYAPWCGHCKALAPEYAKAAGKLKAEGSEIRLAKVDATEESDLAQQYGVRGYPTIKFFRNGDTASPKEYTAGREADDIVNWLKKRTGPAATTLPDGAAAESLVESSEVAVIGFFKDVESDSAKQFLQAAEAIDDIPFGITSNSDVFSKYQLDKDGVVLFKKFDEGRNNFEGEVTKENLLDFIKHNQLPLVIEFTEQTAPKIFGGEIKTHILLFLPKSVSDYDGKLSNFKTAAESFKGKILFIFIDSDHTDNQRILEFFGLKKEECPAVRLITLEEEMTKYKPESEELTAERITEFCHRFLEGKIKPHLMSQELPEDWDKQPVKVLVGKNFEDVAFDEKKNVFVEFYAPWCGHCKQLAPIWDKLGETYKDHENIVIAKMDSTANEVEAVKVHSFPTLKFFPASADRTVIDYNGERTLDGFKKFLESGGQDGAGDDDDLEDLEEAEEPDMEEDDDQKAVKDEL
MC4R antag cAMP – MC4R antagonists of cAMP signaling, primary screen, cell-based, TR-FRET, antagonist arm of biased-ligand search | Melanocortin receptor 4 (Homo sapiens), P32245 | MC4R-expressing cells, MTII-stimulated cAMP, LANCE TR-FRET | inhibition, % at 6.5 µM | 0.48% of 360,000 active | AID 540295, 2011;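 active means inhibition above its plate's cutoff, the mean of tested wells on that plate plus 3 SD, cut at about 29% in these data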;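 further: 0% = Melanotan II alone and 100% = Melanotan II plus saturating MCL0020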
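Test system: U2OS cells stably expressing human melanocortin 4 receptor (MC4R); also added: Melanotan II challenge; compound: 6.5 µM single dose; timing: 30-min compound preincubation, 1-h Melanotan II challenge, 1-h detection, room temperature; signal: Eu-cAMP/anti-cAMP TR-FRET, emission 671 nm; repeats: one well per compound, no replicates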
Vif inh – HIV Vif self-association inhibitors, primary screen, imaging, HEK293T, single point; AID 602346, 2012; 0.35% of 340,000 active; HEK293T cells, Vif self-association by quenched fluorescence, 24 h; inhibition, % at 7.49 µM; in the data active means inhibition above about 50%, passing the limit was not always enough; further: some results filed as inactive read as strong as hits
ABCB6 inh MLPCN – ABCB6 transporter inhibitors, primary screen, K562-ABCB6 cells, flow cytometry, MLPCN library | K562-ABCB6 porphyrin accumulation, 1 h; active compounds read low | fluorescence ratio to DMSO, % at 10 µM | 0.19% of 360,000 active | AID 602162, 2011;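 active means fluorescence ratio to DMSO below 75%, the collection mean minus 3 SD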;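 further: signal is porphyrin accumulated inside mitochondria; 100% equals median channel fluorescence of DMSO control wells; lower ratio means ABCB6 inhibition with less porphyrin fluorescence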
Numbers without * were called inactive; · = not tested or not shown.

SMILES	aDG glyco up	HTR2A ag	N-glyco inh	CaV13 FRET inh	MC4R barr agon	Cardio protect	PDI turbidity	MC4R antag cAMP	Vif inh	ABCB6 inh MLPCN
Cc1ccc(C)c(N2CCN(C(c3ccccc3)c3nnnn3C(C)(C)C)CC2)c1 (centres undefined)	0.2	-1	·	-4	·	·	·	·	·	100
Cc1ccc(C(=O)Nc2ccc(S(=O)(=O)N3CCCC3)cc2)cc1	-0.2	0	-2	-3	0.9	-3	2	13	2	99
Cc1ccc(C(C)C)c(OCC(=O)OCC(=O)NC2CC2)c1	0.2	26*	-1	-6	0.4	-1	-2	5	13	95
CC(C)c1ccc(C2C(C(=O)c3ccco3)=C(O)C(=O)N2CCN2CCOCC2)cc1 (centres undefined)	0.2	0	0	-7	-1.6	12	14	-3	0	93
O=c1cccccc1NN=C1CCCCC1	-0.2	1	-1	-6	-2.1	11	4	-6	1	103
CCCc1cc(=O)[nH]c(/N=C(\N)Nc2ccccc2)n1	-0.3	-2	4	-7	-0.2	-1	20	3	13	95
Cc1nnc(SCC(=O)N2CCN(S(=O)(=O)c3ccccc3)CC2)s1	-0.3	-1	1	-6	-2.0	3	7	-1	-1	102
Cc1cc(=O)[nH]c(SCC(=O)Nc2ncc(S(=O)(=O)c3ccc([N+](=O)[O-])cc3)s2)n1	0.3	2	2	1	-0.8	-5	-5	-1	-2	89
Cn1[nH]c(=O)c(Cl)c(Cl)c1=O	0.3	-1	0	-3	-1.9	-3	-4	-5	25	100
CC(C)C[C@@H](CN)NC(=O)c1nc[nH]c1C(=O)N[C@@H](C)C(=O)CNC[C@H](C)NC(=O)c1nc[nH]c1C(=O)N[C@@H](CC(=O)O)C(=O)O	-0.4	-1	1	-7	-1.8	11	-11	-2	2	102
O=C(NCCc1ccc(Cl)cc1)C1CCN(S(=O)(=O)N2CCCCC2)CC1	0.3	1	1	-5	-2.8	2	-4	11	-3	101
CCOC(=O)N1CCN(C(=O)c2cc(COc3ccc(F)cc3F)on2)CC1	-0.1	-8	1	-7	-0.9	-2	-5	7	2	99
O=C(N/N=C/c1ccc(O)c2ccccc12)c1cccnc1	-0.2	1	2	-3	-2.1	5	8	-21	1	100
Cc1ccc(NC(=O)CCNS(=O)(=O)c2ccc3c(c2)oc(=O)n3C)cc1	-0.3	-2	2	-4	-1.1	3	-4	2	·	99
CN(CC(=O)NC1CC1)S(=O)(=O)c1ccc(Br)cc1	-0.3	7	-1	-5	0.5	2	-7	-3	25	98
CC1(C)CC(=O)C(C=Nc2ccc(O)c(N=CC3=C(O)CC(C)(C)CC3=O)c2)=C(O)C1	2.5	2	2	-6	-1.9	5	3	-19	-14	102
CC(=O)c1ccc(NC(=O)CN2CCCC2)cc1	0.0	-3	2	0	-0.2	-2	10	8	12	97
CC1CCCCN1S(=O)(=O)c1ccc(C(=O)N(CCCN(C)C)c2nc3ccc(Br)cc3s2)cc1 (centres undefined)	2.2	-12	-6	·	8.8*	-16	7	7	-3	98
Cc1cncc(N2CCN(c3ccccn3)CC2)n1	0.1	0	-1	-5	-2.1	2	13	-1	·	101
O=C(N/N=C/c1ccc[nH]1)c1cccnc1	-0.2	2	2	·	-0.7	8	14	-5	·	91
Cc1ccc(S(C)(=O)=O)cc1S(=O)(=O)Nc1cccc(Cl)c1	0.1	2	0	-3	3.3	15	1	4	1	102
O=C(Nc1ccccc1F)C1(c2ccccc2)CC1(Cl)Cl (centres undefined)	0.0	-3	-1	-5	-2.8	1	1	6	-2	99
OCC#Cc1cnc2ccccc2c1	-0.1	0	0	·	1.3	7	0	1	5	95
CC(C)c1cc(C(=O)N/N=C/c2c[nH]c3ccccc23)n[nH]1	-0.2	-8	-2	-11	-4.0	-1	2	3	-2	100
CCOc1ccccc1NC(=O)CSc1nc(=O)n(CCN2CCOCC2)c2c1CCCC2	0.1	-4	-1	-7	1.4	1	7	4	4	100
COc1ccc(N2CCN(S(=O)(=O)CCNC(=O)COc3ccccc3)CC2)cc1	-0.1	-2	-1	-4	0.2	-3	-3	2	3	94
CSc1nc(N)c(C#N)c(-c2ccc(Cl)cc2)c1C#N	-0.3	0	-4	-5	2.6	-14	6	-17	-6	98
CC(C)OCCCNC(=O)c1ccc(CS(=O)(=O)Cc2ccccc2F)o1	0.2	0	0	-7	-0.5	6	0	14	2	103
COC1CCN(C(=O)C2CCC(=O)N(CCc3cccc(F)c3)C2)CC1 (centres undefined)	-0.2	13	2	·	1.8	2	0	-1	-1	96
COC(=O)c1ccccc1NC(=O)CSc1nnc(Cc2ccc(Cl)cc2)o1	0.0	3	-2	-9	1.3	-4	4	15	-2	96
CC(=NNC(=O)c1ccncc1)c1cccc(Cl)c1	-0.1	-9	1	-10	-0.6	4	16	-7	19	98
CCOC(=O)c1cn(Cc2cccc(C)c2)nn1	-0.1	-9	0	-5	0.5	-6	-5	1	-4	92
CC1CC(C)CN(C(=O)C2CCC(CNc3c(N4CCCCC4)c(=O)c3=O)CC2)C1 (centres undefined)	0.0	8	1	-2	0.7	-2	12	2	-1	100
O=C(c1cc(F)c(F)cc1Cl)N1CCN(c2ccc([N+](=O)[O-])c3ncccc23)CC1	1.0	2	1	-3	-0.8	7	5	18	1	87
CC(=O)C1=C(C)N(c2ccccc2)C(=O)C1(NS(=O)(=O)c1ccc(N)cc1)C(F)(F)F (centres undefined)	-0.1	10	1	9	0.6	6	3	-2	-1	100
O=c1ccc(=O)n2n1CC(O)C2	0.1	2	0	·	-0.1	5	-3	0	·	95
Cc1cccc(-c2cc(N3CCCN(C)CC3)n3nccc3n2)c1	0.2	-7	1	-7	-1.4	5	-2	8	-1	104
S=C(c1ccc2c(c1)OCO2)N1CCCC1	0.0	2	-1	·	-1.1	4	-3	-2	-3	95
CC(=O)c1cnc2n(c1=O)CCS2	-0.4	-1	0	-6	-1.5	8	0	1	-1	103
CC(C1CC2CCC1C2)n1c(COc2ccccc2F)nnc1SCC(N)=O (centres undefined)	0.0	13	1	-5	-0.4	10	4	23	5	97
OCCNc1nc(N2CCOCC2)nc(N2CCOCC2)n1	-0.1	2	1	10	0.7	3	-6	0	-1	94
Cc1cccc(-c2nsc(SCC(=O)N3CCCC3)n2)c1	0.2	-8	-6	-5	0.5	-5	-1	4	-1	97
COC(=O)c1ccccc1OCc1cccc(C)n1	-0.4	-4	1	-4	-0.3	5	8	10	·	87
CCN(C(=O)CSc1nnc(-c2ccc(OC)cc2)n1N)c1c(N)n(Cc2ccccc2)c(=O)[nH]c1=O	0.2	0	0	-8	-1.0	-7	2	9	6	98
Cc1cc(C)n(CC(O)COc2ccccc2[N+](=O)[O-])n1 (centres undefined)	-0.6	0	3	-5	0.5	3	-1	0	-5	101
CCn1c(CNc2ccc(F)cc2)nnc1SCC(=O)OC1CCCCC1	0.0	-3	1	-9	-2.0	-7	6	-1	-2	95
COc1cccc(NC(=S)NCc2ccncc2)c1	0.4	2	1	-3	-0.1	-5	-3	1	0	95
COc1ccc(OCC(=O)N/N=C/c2cccc3cccnc23)cc1	-0.3	1	-1	-8	-1.0	68*	-2	12	5	90
Cc1ccc(C)c(N(C(=O)c2csnn2)C(C(=O)NC2CCCC2)c2cccnc2)c1 (centres undefined)	-0.2	2	1	-6	2.0	5	-7	0	0	94
OCc1nn2c(c1Br)NC(c1ccccc1)CC2C(F)(F)F (centres undefined)	-0.1	-2	-2	-4	0.8	-17	-2	16	-7	105
(listing goes on)
SMILES	aDG glyco up	HTR2A ag	N-glyco inh	CaV13 FRET inh	MC4R barr agon	Cardio protect	PDI turbidity	MC4R antag cAMP	Vif inh	ABCB6 inh MLPCN
O=C(N/N=C/c1ccc(Br)o1)c1cncc(Br)c1	0.1	-2	1	-2	-0.9	11	-3	-5	-3	100
O=C(Nc1ccc(S(=O)(=O)N2CCOCC2)cc1)c1ccc2c(c1)OCO2	0.0	-1	3	5	1.9	-8	-1	8	-2	96
CC(CC(=O)Nc1ccc(-c2ccno2)cc1)n1cccn1 (centres undefined)	0.0	-6	-2	-2	-2.7	-2	-9	8	2	92
O=C(NCCc1nnc2ccc(NCc3ccc(Cl)cc3)nn12)c1ccccc1	0.0	-5	11	-6	1.3	7	2	-10	-14	92
COc1ccc(C(=O)Nc2ccc(S(=O)(=O)Nc3nccc(C)n3)cc2)cc1OC	0.0	-1	3	-5	-3.5	0	8	0	19	96
COc1ccc(NC(=O)c2ccc(C#N)cc2)cc1NS(=O)(=O)c1ccc(F)cc1	0.3	-3	-8	-4	-1.1	17	-5	3	-3	100
COc1ccc(C(CNC(=O)c2cc(S(=O)(=O)Nc3cccc(C)c3)ccc2C)N2CCOCC2)cc1 (centres undefined)	-0.2	0	-2	-7	-2.1	-8	1	24	4	102
C=CCNC(=S)Nc1sc2c(c1C(N)=O)CCCC2	0.1	0	2	-4	-2.3	-2	-4	12	1	96
O=C(NCCNc1ccc([N+](=O)[O-])cc1)c1ccccc1Cl	-0.1	-3	-6	-16	0.3	-4	3	1	6	97
COc1ccccc1CNC(=O)c1cc2c(s1)CS(=O)(=O)C2	-0.3	-1	0	-9	2.8	-3	1	5	0	109
O=C(COc1ccccc1)NCC(=O)N1CCCCCC1	-0.1	0	0	-5	-0.2	0	-10	8	9	96
C[C@H](NC(=O)C1CC(=O)N(c2ccc3c(c2)OCCO3)C1)C(=O)NC1CCCC1 (some centres undefined)	-0.1	5	3	-2	-1.7	1	6	1	-7	100
CC(C)Cc1nnc(NC(=O)CCC(=O)N2CCN(c3ccc([N+](=O)[O-])cc3)CC2)s1	-0.1	-4	4	-7	0.8	13	1	2	-13	100
CCOC(=O)Cc1csc(SCC(=O)Nc2ccc(C)cc2F)n1	0.1	-3	-1	-6	-4.6	-15	3	-3	8	97
C[C@@H]1CN([C@H](C)CO)C(=O)Cc2cc(NC(=O)Nc3ccccc3)ccc2O[C@@H]1CN(C)Cc1ccc2c(c1)OCO2	0.0	-1	1	-14	0.2	7	-5	14	-11	91
C(=N\Nc1nc2ccccc2s1)/c1ccc2c(c1)OCO2	0.0	-6	-15	-4	7.9	-9	8	4	3	96

Copied from the list:
C[C@H](NC(=O)C1CC(=O)N(c2ccc3c(c2)OCCO3)C1)C(=O)NC1CCCC1 (some centres undefined) in MC4R antag cAMP = 1
C[C@@H]1CN([C@H](C)CO)C(=O)Cc2cc(NC(=O)Nc3ccccc3)ccc2O[C@@H]1CN(C)Cc1ccc2c(c1)OCO2 in MC4R barr agon = 0.2

Compound activity: PubChem BioAssay, several laboratories

Rows are unselected (roughly 3.6% active in at least one column).
